# Assay outcomes (PubChem BioAssay)
# Gli-Sufu antag: blocks Gli-Sufu signaling in a luciferase reporter; inhibition, % at 5 µM; 340,000 tested, 0.74% active; Sufu-KO-LIGHT fibroblasts, Gli luciferase reporter luminescence;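 active = inhibition above about 55%, limit read from the data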;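 note: 0% = DMSO-treated cells and 100% = wells with medium but no cells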
# Jurkat NFkB inh: lowers PMA/ionomycin-induced NF-kB signal in Jurkat cells; AID 435003; PMA/ionomycin-induced NF-kB luciferase reporter, luminescence; 330,000 tested, 0.53% active; inhibition, % at 4 µM; in the data active = inhibition above about 50%
# UPR XBP1 act: adaptive UPR (XBP1) activation. CHO-XBP1 luciferase reporter, IRE1-XBP1 UPR activation, luminescence; percent of tunicamycin response, DMSO as zero. activation, % at 20 µM. 330,000 tested, 0.33% active;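 active = versus positive control, 20 µM dose yields 30% or more activation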;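 note: 100% = tunicamycin at 10 µg/mL and 0% = DMSO only wells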
#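 Test system: CHO-XBP1 luciferase reporter cells | Buffer or medium: Serum-containing F12 medium, 10% FBS | Schedule: 6 h compound exposure at 37 °C, 5% CO2 | Detection: Steady-Glo luciferase glow luminescence, 10 min after reagent addition | Read-out basis: Activation, % of tunicamycin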
# CCR6 antagonist: antagonists of human CCR6 receptor; CHO-K1 CCR6 PathHunter beta-arrestin, luminescence, CCL20-stimulated; inhibition, % at 20 µM; 340,000 tested, 0.49% active; AID 493098;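 active = compounds whose inhibition of the agonist-driven luminescence signal at 20 µM reaches about 50%, limit read from the data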;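 note: cells stimulated with CCL20 at 14 nM final; plate controls were DMSO with CCL20 for no effect and DMSO without agonist for full effect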
# Target sequence (P51684 whole entry, looked up): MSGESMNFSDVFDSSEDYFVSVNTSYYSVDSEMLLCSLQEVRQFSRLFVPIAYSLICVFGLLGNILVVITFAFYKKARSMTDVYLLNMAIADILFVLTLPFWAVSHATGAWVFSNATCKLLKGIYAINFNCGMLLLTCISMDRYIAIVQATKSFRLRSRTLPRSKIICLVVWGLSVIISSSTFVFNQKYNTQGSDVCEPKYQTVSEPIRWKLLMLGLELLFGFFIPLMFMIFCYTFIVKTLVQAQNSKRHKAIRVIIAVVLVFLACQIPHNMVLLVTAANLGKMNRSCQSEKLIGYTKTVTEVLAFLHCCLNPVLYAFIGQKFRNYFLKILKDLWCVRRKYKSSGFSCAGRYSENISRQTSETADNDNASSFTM
# Mdm2 MdmX PPI: human Mdm2/MdmX binding inhibition. O15151+Q00987. SaOS-2 split-luciferase Mdm2/MdmX complementation, luminescence. inhibition, % at 8 µM. 330,000 tested, 3% active;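 active = inhibition of at least 50% at 8 µM in the primary screen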
# 697 NFkB inh: inhibitors of the PMA/ionomycin-induced NF-kB reporter in 697 B cells; 697 B-cell NF-kB luciferase reporter, 16 h; 330,000 tested, 0.33% active; inhibition, % at 4 µM; AID 435022; in the data active = inhibition above about 35%
# EBI2 antag: antagonists of human EBI2 receptor | 360,000 tested, 0.81% active | P32249 | EBI2 beta-arrestin recruitment, luminescence, 7a,25-OHC stimulated | inhibition, % at 5 µM | AID 651636; in the data active = inhibition above about 38%;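 note: enzyme fragment complementation signal reports receptor beta-arrestin coupling in cells; 0% = agonist plus DMSO wells and 100% = wells without agonist; some results beyond the cut were filed as inactive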
# Target sequence (P32249 whole entry, looked up, the tested form may be a part): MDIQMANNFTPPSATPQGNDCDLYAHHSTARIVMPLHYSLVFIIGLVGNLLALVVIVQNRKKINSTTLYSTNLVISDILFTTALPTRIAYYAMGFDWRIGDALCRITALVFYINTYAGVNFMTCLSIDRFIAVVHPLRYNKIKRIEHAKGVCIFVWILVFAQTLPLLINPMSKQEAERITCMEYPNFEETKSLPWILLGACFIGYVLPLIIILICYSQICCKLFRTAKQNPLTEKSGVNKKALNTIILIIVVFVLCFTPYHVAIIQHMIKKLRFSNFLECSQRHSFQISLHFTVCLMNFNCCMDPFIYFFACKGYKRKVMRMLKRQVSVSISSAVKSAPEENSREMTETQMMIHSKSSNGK
# CHOP UPR activ: apoptotic UPR (CHOP) activation. activation, % at 10 µM. AID 449763. 330,000 tested, 0.34% active. CHO-CHOP luciferase reporter, luminescence; percent of tunicamycin response over DMSO baseline;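 active = at 10 µM dose, activation of 40% or more, normalized to positive control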;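 note: 100% = tunicamycin at 10 µg/mL and 0% = DMSO alone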
#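 measured by = luciferase luminescence | assay system = CHO-CHOP cells, stable luciferase reporter of PERK-eIF2a-CHOP signalling | amount = 500 reporter cells seeded per well | timing = 6 h compound exposure at 37 °C after overnight seeding | controls = positive tunicamycin 10 µg/mL, negative DMSO alone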
# CXCR6 inh: blocks human CXCR6 beta-arrestin recruitment. inhibition, % at 20 µM. 360,000 tested, 0.36% active. O00574. AID 602244. CHO-K1 PathHunter CXCR6 beta-arrestin, luminescence; in the data active = inhibition above about 34%, passing the limit was not always enough;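 note: antagonist mode with CXCL16 agonist at 10 nM final; 0% = 10 nM CXCL16 with DMSO and 100% = unstimulated wells without agonist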
# Target sequence (O00574 whole entry, looked up): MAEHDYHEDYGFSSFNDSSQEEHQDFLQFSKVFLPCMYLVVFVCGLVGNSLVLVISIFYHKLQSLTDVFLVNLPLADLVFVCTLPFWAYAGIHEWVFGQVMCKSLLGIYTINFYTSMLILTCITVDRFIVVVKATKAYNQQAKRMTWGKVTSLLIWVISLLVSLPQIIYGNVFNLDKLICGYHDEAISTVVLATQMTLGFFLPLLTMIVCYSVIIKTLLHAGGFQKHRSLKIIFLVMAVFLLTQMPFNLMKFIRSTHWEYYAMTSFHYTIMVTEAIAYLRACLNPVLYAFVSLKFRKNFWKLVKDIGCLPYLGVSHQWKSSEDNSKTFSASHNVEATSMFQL
# An asterisk follows results filed as active; · = not tested or not shown.
SMILES,Gli-Sufu antag,Jurkat NFkB inh,UPR XBP1 act,CCR6 antagonist,Mdm2 MdmX PPI,697 NFkB inh,EBI2 antag,CHOP UPR activ,CXCR6 inh
C=CCn1c(Cc2nc3ccccc3[nH]2)n[nH]c1=S,-0.6,-6.7,0.1,13.8,16.5,8.5,1.7,-1.3,-5.0
Cc1c(CCO)c(=O)n(-c2ccccc2)n1S(=O)(=O)c1c(Cl)cc(Cl)cc1Cl,-4.5,-4.3,0.1,-5.0,7.8,-2.1,-24.8,-0.1,-0.1
O=C(O)Cc1cn(Cc2ccc(F)cc2)c2ccccc12,23.4,-8.2,-2.0,16.1,-1.7,11.4,-5.6,47.3*,13.9
CCOC(=O)c1sc(=S)n(-c2ccccc2Cl)c1SC,50.7,-1.3,3.5,17.7,14.0,3.8,7.5,-0.3,5.2
CCOc1ccccc1N1CC(C(=O)N(C)Cc2cccnc2)CC1=O (stereo not drawn),21.9,-2.2,-1.9,3.5,-6.8,13.3,-2.5,3.8,-13.3
COc1ccc(S(=O)(=O)Nc2cccc3c2O[C@H](CN(C)S(=O)(=O)c2ccc(F)cc2)[C@H](C)CN([C@H](C)CO)C3=O)cc1,2.6,2.6,-0.1,2.1,27.0,-9.5,-11.2,0.8,7.0
COc1cccc(CN2CCN(Cc3ccc(C)o3)CC2CCO)c1 (stereo not drawn),6.5,-4.9,-5.4,-8.1,9.8,15.6,-1.2,0.2,0.6
CCOC(=O)C1=C(C)NC2=C(C(=O)C(C(=O)OC)C(C)C2)C1c1ccc(OC)c(O)c1 (stereo not drawn),14.8,-1.6,1.4,-0.8,8.6,-11.4,-17.3,1.3,-5.8
CC(C)N1CCc2c(sc(NC(=O)c3ccc(S(=O)(=O)N(C)CC4CCCO4)cc3)c2C(N)=O)C1 (stereo not drawn),12.3,17.6,-1.7,14.5,-2.4,-7.5,-3.0,-1.0,7.9
O=C(CSc1nnc(NC(=O)c2c(F)cccc2F)s1)NC1CC1,19.2,-8.5,-1.3,18.2,16.4,1.2,-5.4,-1.4,0.9
CCOc1cc(C)c(Cl)cc1S(=O)(=O)NCCOC,-14.4,-6.3,-2.5,6.4,9.1,15.1,-10.7,-1.2,-1.9
Cc1ccc2c(c1)[C@H]1[C@H](CO2)[C@H](c2ccccc2)[C@]2(C)C(=O)Nc3cc(Cl)ccc3C(=O)N12,1.4,24.8,1.6,8.3,40.7,4.6,-9.6,1.4,11.8
Cc1c(NC(=O)C(=O)/C=C(\O)c2ccc(Cl)cc2)c(=O)n(-c2ccccc2)n1C,-10.1,-10.7,-0.3,10.9,6.3,15.4,-6.2,1.8,3.0
Cc1cc(Br)ccc1SCC(=O)NNC(=O)c1ccco1,3.1,-1.5,-1.4,0.0,15.5,14.5,-4.9,9.4,-1.8
O=C1CC(N(CCc2ccccc2)C(=S)Nc2ccccc2)C(=O)N1c1ccccc1 (stereo not drawn),-11.0,-45.3,-1.1,11.0,30.0,-21.3,13.9,4.5,5.8
Cc1cccc(N2CCN(C(=O)c3cc4c(=O)[nH]c5ccccc5c4n3C)CC2)c1C,12.7,4.6,5.1,3.6,40.5,-14.3,88.2*,4.6,0.6
COc1cccc(/C(O)=C2\C(=O)C(=O)N(c3ccccn3)C2c2cccc(OC)c2OC)c1 (stereo not drawn),-0.1,-5.3,0.4,7.2,-14.2,9.4,2.6,-1.4,9.5
Cc1nc2ccc(Br)cn2c1C(=O)N/N=C\c1ccc(C(C)C)cc1,-0.8,15.6,1.4,17.1,57.4*,-54.3,17.7,4.3,-3.1
CCOc1ccccc1OCC(=O)Nc1nnc(C)s1,94.5*,-12.9,0.7,-8.4,-25.9,-8.3,-3.4,-0.9,-1.1
COc1ccc(S(=O)(=O)N2CCC3(CC2)CC(=O)c2ccccc2O3)cc1,-1.2,1.0,-1.8,10.0,7.4,0.3,15.9,0.7,-3.5
COc1ccccc1C(=O)NCC(=O)N1CCN(S(=O)(=O)c2ccc3c(c2)OCCO3)CC1,-6.7,12.0,3.1,1.3,4.8,15.2,6.2,1.0,-1.9
O=C(NC(CSSCC(NC(=O)c1ccccc1)C(=O)O)C(=O)O)c1ccccc1 (stereo not drawn),5.3,2.7,2.3,12.0,-8.2,6.6,-5.4,-2.0,2.0
COc1cc(OC)c(S(=O)(=O)Nc2ccccc2N2CCCCC2)cc1NC(C)=O,-3.0,1.7,-1.5,13.6,1.0,5.6,3.5,-0.5,5.1
COCCCn1c(Cc2csc(Nc3ccccc3)n2)nnc1SCC(N)=O,12.1,10.8,-0.6,16.6,5.4,-1.0,-7.2,-0.5,-0.6
CC(=O)Nc1ccc(NC(=O)CCNS(=O)(=O)c2cccc3nsnc23)cc1,-12.7,9.2,-1.1,6.0,11.4,16.3,-8.7,-0.6,5.3

# Next results follow.
SMILES,Gli-Sufu antag,Jurkat NFkB inh,UPR XBP1 act,CCR6 antagonist,Mdm2 MdmX PPI,697 NFkB inh,EBI2 antag,CHOP UPR activ,CXCR6 inh
O=C(Cc1coc2ccc3ccccc3c12)NC1CCCc2ccccc21 (stereo not drawn),12.1,6.2,-1.2,0.9,27.6,-5.1,20.1,-0.9,5.1
COc1cc(NC(=O)c2cccnc2SC)cc(OC)c1,-3.0,-1.9,-1.9,-6.4,20.0,12.8,7.0,0.3,-6.7
Cc1ccc(S(=O)(=O)N/N=C2/CC(c3ccccc3)Oc3ccccc32)cc1 (stereo not drawn),-13.1,7.0,-1.5,18.7,-18.7,22.3,4.4,1.6,4.0
COC(=O)c1ccc(NC(=O)CN2CCCC2)cc1,-3.8,-8.4,0.8,-6.0,-32.8,0.1,-8.2,-0.9,-2.8
CC(C)(C)[C@@H]1C=C(C(=O)Nc2ccccc2)O[C@H](OCc2ccc(CO)cc2)C1,8.8,-18.8,-2.6,11.9,31.4,-4.6,-1.1,12.0,3.2
COC(=O)c1ccc(C(=O)OC)c(NC(=S)N2CCC(C(N)=O)CC2)c1,9.2,-4.8,-1.5,6.7,9.4,19.6,-0.8,0.6,7.4
COC(=O)c1ccc(COc2ccc(F)cc2)o1,1.8,·,·,15.1,·,·,-10.8,·,-1.8
CCCCCC1CC(=O)C=C(C)C1C(=O)OC (stereo not drawn),9.8,15.0,-1.6,2.6,11.4,4.1,-1.7,0.2,4.7
CN(C)Cc1ccccc1C(O)(c1ccccc1)c1ccccc1,13.0,-7.1,-2.4,21.6,14.4,-14.6,3.1,0.9,11.0
CCOCCc1nnc(NC(=O)COC)s1,-1.6,5.9,1.5,7.7,11.4,7.4,-0.6,0.2,-1.9
O=C(CN1CCN(c2ccc(O)cc2)CC1)N1CCc2ccccc21,6.9,8.7,-2.0,9.3,18.5,-19.4,-6.3,1.5,-2.2
CCS(=O)(=O)N1CCC(C(=O)NCCCN2CCCCCC2)CC1,-0.8,3.7,-3.5,4.3,13.7,-9.4,-13.2,-0.7,-3.1
ON=C1c2ccccc2-c2ccc(O)cc21,0.0,·,·,10.0,·,·,-11.6,·,-0.1
Cc1cc(O)ccc1Nc1nc(-c2cccs2)cs1,-124.2,-42.2,-5.7,-62.5,-160.9,5.1,2.2,-0.5,1.0
O=C(c1ccc2ncsc2c1)N1CCCCC1,3.6,6.2,-0.4,-5.3,-12.0,14.1,5.7,0.1,-14.7
COc1ccccc1CNC(=O)CSc1nc2ccccc2c(=O)n1CCCN1CCOCC1,11.9,1.2,0.5,4.9,6.1,10.2,-4.7,-0.8,-6.3
CCc1ccccc1N(C(C)=O)c1nc(CCl)cs1,-2.1,6.7,-0.6,-8.0,9.7,-1.3,3.5,1.0,10.7
CC(C)(C)NC(=O)C(=O)NNC(=O)C12CC3CC(CC(C3)C1)C2,-1.6,9.8,-1.5,11.1,10.1,-11.1,-8.6,-0.4,9.6
CCOC(=O)N1CCN(C(=O)C2CCN(S(=O)(=O)c3ccc(NC(C)=O)cc3)CC2)CC1,-8.3,21.9,-2.7,1.8,13.3,16.8,-4.2,3.7,4.0
Cc1ccc(NC(=O)Cc2c(Cl)cccc2Cl)cc1S(=O)(=O)N(C)C,2.3,1.4,-3.4,18.8,8.9,-14.9,-5.9,0.4,1.6
c1ccc2c(Nc3nnc(-c4ccncc4)s3)cccc2c1,-58.8,-59.6,-3.4,-3.0,3.4,-58.9,3.6,1.4,8.0
C=CCn1c(SCc2cccc(F)c2)nc2cc(C(=O)N3CCC(C(N)=O)CC3)ccc2c1=O,4.8,-7.0,-0.1,18.2,34.6,3.1,-6.4,14.4,3.5
CN(C)c1ccc(CNC(=O)CCc2ccc(S(=O)(=O)N3CCCCCC3)cc2)cc1,6.6,2.1,-1.6,21.7,20.6,-3.3,4.9,1.8,-1.0
O=C(N/N=C\c1cccs1)c1ccccc1-n1cccc1,5.4,-7.0,-0.9,2.0,0.8,0.3,-6.9,-0.9,-4.6
CCN(CC)c1ccc(N=CN2CCOCC2)cc1,-10.1,1.9,2.0,-2.0,19.3,-17.3,-19.1,1.0,7.7

# New compounds follow.
SMILES,Gli-Sufu antag,Jurkat NFkB inh,UPR XBP1 act,CCR6 antagonist,Mdm2 MdmX PPI,697 NFkB inh,EBI2 antag,CHOP UPR activ,CXCR6 inh
O=C(c1cccc(Cl)c1)N1CCC2CC1c1cc(N3CCOCC3)ccc12 (stereo not drawn),4.8,·,·,4.7,·,·,-3.6,·,7.8
CC(C)(C)n1nnnc1C(c1cccs1)N(Cc1ccccc1)Cc1ccco1 (stereo not drawn),-5.4,-6.4,-6.8,21.4,16.1,23.6,27.4,-1.6,5.7
COc1ccccc1N1CCN(/N=C\c2ccccc2)CC1,-45.4,-54.5,-2.3,18.3,-1.1,-57.9,2.3,1.4,9.0
COc1nc(OC)nc(N2CCC(NC(=O)C(Cc3ccc(C(C)C)cc3)NC(C)=O)CC2)n1 (stereo not drawn),1.7,5.1,3.3,-1.1,-34.1,-10.5,-3.4,0.3,5.3
Nc1cc(=O)[nH]c(=O)n1CC1CC1,-4.0,19.4,1.1,-9.7,-8.7,15.6,-6.0,0.9,1.0
CCOC(=O)c1[nH]c2c(c1C)C(=O)CC(c1ccco1)C2 (stereo not drawn),38.6,75.3*,10.3,15.7,60.3*,-42.2,-5.8,-2.2,-4.7
CCCCn1c(-c2ccccc2)nc2c(=O)n(C)c(=O)[nH]c21,-27.7,-7.1,1.6,9.8,-15.4,16.0,0.9,-1.9,-4.4
CC(=O)Oc1ccc(C23CC4CC(CC(C4)C2)C3)cc1C(=O)O,·,-8.1,-1.8,·,-0.9,-31.1,·,-0.5,·
CCS(=O)c1ccccc1C(=O)OCC(=O)Nc1cccc(S(=O)(=O)N2CCCCC2)c1 (stereo not drawn),26.3,3.1,-1.2,13.5,-36.9,-23.0,-6.3,3.5,-15.6

# Single records (already shown). Values in the order: Gli-Sufu antag	Jurkat NFkB inh	UPR XBP1 act	CCR6 antagonist	Mdm2 MdmX PPI	697 NFkB inh	EBI2 antag	CHOP UPR activ	CXCR6 inh
# Nc1cc(=O)[nH]c(=O)n1CC1CC1 as listed: -4.0	19.4	1.1	-9.7	-8.7	15.6	-6.0	0.9	1.0
# COc1nc(OC)nc(N2CCC(NC(=O)C(Cc3ccc(C(C)C)cc3)NC(C)=O)CC2)n1 (stereo not drawn) as listed: 1.7	5.1	3.3	-1.1	-34.1	-10.5	-3.4	0.3	5.3
# CCS(=O)c1ccccc1C(=O)OCC(=O)Nc1cccc(S(=O)(=O)N2CCCCC2)c1 (stereo not drawn) as listed: 26.3	3.1	-1.2	13.5	-36.9	-23.0	-6.3	3.5	-15.6
# COc1ccccc1N1CCN(/N=C\c2ccccc2)CC1 as listed: -45.4	-54.5	-2.3	18.3	-1.1	-57.9	2.3	1.4	9.0
